MBNL1 CUG block – MBNL1-poly(CUG) RNA binding inhibition | Potency, µM (highest dose often 57.5 µM), for the others: at the top dose activity change, negative = inhibition, usual class: inhibitors | Q9NR56 | AID 2675 | 280,000 compounds, 0.036% hits | TR-FRET MBNL1-His/biotin-(CUG)12 binding, 665/545 ratio; active means well fitted inhibition curve with a large enough effect in the signal ratio, with a control signal flat, not every such curve was filed as active; inconclusive means small, poorly fitted or top-dose-only effect, or effect the other way, or a change in a side signal; inactive means no such curve, though single readings can be large or run the other way; the % refers to the signal ratio; further: on the % scale 0 is the no-effect control and ±100 the full control effect
Target sequence (Q9NR56 whole entry, looked up): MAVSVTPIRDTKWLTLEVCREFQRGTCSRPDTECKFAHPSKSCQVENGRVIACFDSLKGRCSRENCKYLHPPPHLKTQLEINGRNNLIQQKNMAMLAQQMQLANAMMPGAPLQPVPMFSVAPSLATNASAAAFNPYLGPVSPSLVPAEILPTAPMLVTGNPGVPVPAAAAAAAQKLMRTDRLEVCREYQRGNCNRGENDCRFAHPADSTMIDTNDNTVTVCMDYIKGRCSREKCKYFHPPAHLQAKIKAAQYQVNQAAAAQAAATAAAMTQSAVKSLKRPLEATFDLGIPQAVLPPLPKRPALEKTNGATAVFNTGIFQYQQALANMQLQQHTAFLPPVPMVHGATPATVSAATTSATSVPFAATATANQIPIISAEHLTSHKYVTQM
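TR-FRET between His-tagged MBNL1 and biotin-(CUG)12 RNA, detected with Tb anti-His antibody (0.055 ng/ul) and streptavidin-XL665 (5 nM), 60 min at room temperature. Compounds titrated 92 nM to 58 uM; 665/545 nm ratio normalized to buffer and complex controls.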
BRCA1 expr act – increases BRCA1 expression; Potency, µM (top dose mostly 46.1 µM), inactives show at the highest dose activation, actives largely listed as activators; MCF7-BRCA1-FFLuc reporter, luminescence, 48 h; response scale: scaled: vehicle 0%, 10 µM genistein 100%; AID 624202; 380,000 compounds, 1.1% hits; further: nearly all actives have a fitted effect of over 80% in size; some results filed as inactive show a strong effect at the top dose
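Quantitative HTS in MCF7 cells stably reporting BRCA1 expression via firefly luciferase. Compound treatment lasts 48 h at 37 °C in phenol-red free MEM. Activation is expressed relative to genistein at 10 microM and DMSO.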
Gal4-VP16 FLuc – counter-screen for ROR gamma inhibitors: Gal4-VP16 reporter | Drosophila S2 Gal4-VP16 UAS-luciferase, luminescence, 20 h | Potency, µM (doses to about 53.6 µM), for the others: top-dose activity, negative = inhibition, most hits filed as inhibitors | 310,000 compounds, 3.5% hits | AID 2546;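 further: Gal4-VP16 expression switched on by copper sulfate through the metallothionein promoter; on the % scale 0 is the no-effect control and ±100 the full control effect; nearly all actives have a fitted effect of over 50% in size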
FLuc modulator – inhibits or activates purified firefly luciferase, miR-21 counter-screen; P08659; purified FLuc, Km substrates, luminescence inhibition; Potency, µM (top dose mostly 57.5 µM), inactives show at the highest dose activity change, negative = inhibition, most hits filed as inhibitors; 360,000 compounds, 6.9% hits; AID 588342;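 further: plate controls were vehicle for no effect and reference inhibitor for full effect; nearly all actives have a fitted effect of over 55% in size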
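Purified P. pyralis luciferase (10nM final) with 10uM D-luciferin and 10uM ATP (Km levels) in 50mM Tris acetate pH 7.5, 10mM Mg acetate, 0.01% Tween-20, 0.05% BSA; qHTS 6-point titration, ~60 µM downward; luminescence read.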
CXXC DNA block – blocks binding of human MLL CXXC domain to DNA; Potency, µM (highest dose often 115 µM), for the others: top-dose activity change, negative = inhibition, usual class: inhibitors; MLL-CXXC / FITC-HOXA9 DNA fluorescence polarization; 290,000 compounds, 0.037% hits; AID 2662; Q03164; active means well fitted inhibition curve with a large enough effect in the polarisation, with a control signal flat, not every such curve was filed as active; inconclusive means small, poorly fitted or top-dose-only effect, or effect the other way, or a change in a side signal; inactive means no such curve, though single readings can be large or run the other way; the % refers to the polarisation
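Steps: dispense CXXC domain solution (7 uM) → pin compounds or unlabeled HOX-A9 DNA control → 5 min ambient → add FLSN-HOX-A9 solution (50 nM) → spin → 30 min ambient → fluorescence polarization. Tris pH 7.5/NaCl/DTT/BSA buffer.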
Rab9 promoter act – activators of Rab9 promoter; AID 485297; Potency, µM (series often up to 9.22 µM), for the others: at the highest dose activation, negative = inhibition, usual class: activators; Huh7 Rab9 promoter-luciferase reporter, luminescence, 24 h; 320,000 compounds, 2.8% hits; further: % of control where 0% means no effect; nearly all actives have a fitted effect of over 60% in size
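Huh7 cells stably carrying a Rab9 promoter-luciferase reporter, 1500 cells per well in OP-MEM I with 10% FBS, treated with compound 24 hours at 37C. Luciferase activity read by luminescence after 10 minutes with Amplite reagent.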
NPC1 prom act – activates the NPC1 promoter; Huh7 NPC1 promoter luciferase reporter, 24 h; Potency, µM (titrated, usually from 9.22 µM), without a hit: at the top dose activation, usual class: activators; 320,000 compounds, 2.4% hits;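 further: % of control where 0% means no effect; nearly all actives have a fitted effect of over 60% in size; reporter is driven by a mutant NPC1 promoter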
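Quantitative HTS used a cell-based reporter: Huh7 cells stably bearing the NPC1 promoter upstream of luciferase were treated with compounds for 24 h, and promoter activation was read as luminescence.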
ELG1 genotoxic – genotoxicity induction in ELG1-luciferase HEK293T cells | 330,000 compounds, 1.3% hits | Potency, µM (series often up to 46 µM), without a hit: top-dose activity change, positive = activation, actives largely listed as activators | HEK293T ELG1-luciferase reporter, luminescence, 16 h; further: % of control where 0% means no effect; nearly all actives have a fitted effect of over 60% in size
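Quantitative HTS format in 1536-well plates. HEK293T ELG1-luciferase reporter cells receive test compound and are incubated 16 hr at 37 °C, 5% CO2; ONE-Glo added, 30 min room temperature, then luminescence read.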
RORgamma inh – inhibitors of mouse ROR gamma transcriptional activity; 310,000 compounds, 5.4% hits; Drosophila S2 Gal4-RORgamma UAS-luciferase reporter, 20 h; Potency, µM (highest dose often 53.6 µM), for inactives: at the highest dose activity change, negative = inhibition, usual class: inhibitors; further: on the % scale 0 is the no-effect control and ±100 the full control effect; nearly all actives have a fitted effect of over 60% in size
Target sequence (P51450 whole entry, looked up, the tested form may be a part): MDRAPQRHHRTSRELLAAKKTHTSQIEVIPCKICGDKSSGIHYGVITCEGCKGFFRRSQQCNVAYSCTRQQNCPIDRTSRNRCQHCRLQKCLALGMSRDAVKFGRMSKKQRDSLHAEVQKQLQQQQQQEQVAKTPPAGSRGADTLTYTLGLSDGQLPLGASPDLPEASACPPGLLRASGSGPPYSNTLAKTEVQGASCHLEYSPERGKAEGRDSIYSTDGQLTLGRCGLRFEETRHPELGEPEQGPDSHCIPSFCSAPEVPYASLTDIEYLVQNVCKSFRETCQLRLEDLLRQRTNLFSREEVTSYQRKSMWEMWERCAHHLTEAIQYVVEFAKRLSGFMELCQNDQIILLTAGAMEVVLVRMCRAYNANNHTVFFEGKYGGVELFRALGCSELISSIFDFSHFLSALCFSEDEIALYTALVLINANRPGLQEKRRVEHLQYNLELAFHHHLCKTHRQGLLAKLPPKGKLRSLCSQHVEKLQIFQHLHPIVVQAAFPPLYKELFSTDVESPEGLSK
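Drosophila Schneider cells stably carrying a metallothionein-driven Gal4 DBD–ROR gamma fusion and a UAS-Photinus luciferase reporter were exposed to compound for 1 hr, then induced with copper sulfate (700 uM final) for 20 hr at ambient temperature before luminescence reading.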
p53 reactivator – re-activators of mutant p53 | H1299 p53-A138V BP100-luciferase reporter, luminescence, 24 h | Potency, µM (titrated, usually from 92.2 µM), for the others: at the top dose activity change, positive = activation, most hits filed as activators | 320,000 compounds, 0.063% hits | AID 504706; further: % of control where 0% means no effect; nearly all actives have a fitted effect of over 45% in size
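p53-null H1299 cells stably carrying temperature-sensitive p53-A138V and a BP100-luciferase reporter were pinned with compounds (4-point, 1:5 series) and held 24 hrs at 37 deg C. Luminescence was read 10 min after detection reagent.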
uPA generation – blocks generation of uPA at the cell surface | 330,000 compounds, 0.31% hits | cell surface uPA generation assay, qHTS | Potency, µM (doses to about 38.3 µM), without a hit: at the highest dose activity change, negative = inhibition, actives largely listed as inhibitors; active means well fitted inhibition curve with a large enough effect; inconclusive means small, poorly fitted or top-dose-only effect; inactive means no such curve, though single readings can be large or run the other way; tested in mouse RAW 264.7 cells; further: on the % scale 0 is the no-effect control and ±100 the full control effect; nearly all actives have a fitted effect of over 55% in size
The depositor's hits bear a star; ? = inconclusive; nt = not tested or not shown; & = joins results of further samples; [ ] = dose if it differs, or a comment. Unless noted, the call rests on the fitted dose curve; in most records, active means well fitted curve in the direction sought with a large enough effect; inconclusive means small, poorly fitted or top-dose-only effect, or another doubt; inactive means no such curve, though single readings can be large; an effect the other way counts as inactive or inconclusive. Potency means the concentration at half of the fitted maximal effect. An excerpt, so the mix of outcomes need not match the whole.

SMILES | MBNL1 CUG block | BRCA1 expr act | Gal4-VP16 FLuc | FLuc modulator | CXXC DNA block | Rab9 promoter act | NPC1 prom act | ELG1 genotoxic | RORgamma inh | p53 reactivator | uPA generation
CCOCCCNC(=O)/C(C#N)=C/c1cc(C)c(O)c(C)c1 | -4% | -60% | -8% | -15% | 46%[activator] | -3% | -3% | 5% | 0% | -2% | ?
Cc1ccccc1-c1nc(-c2ccc(NC(=O)c3ccc4c(c3)OCO4)cc2)no1 | -1% | 1%[1.84 µM] | ? | ? | 0% | 1% | 21% | ? | 23% | 15% | 3%
CCOC(=O)[C@H]1[C@H]2COc3cc(OC)ccc3[C@@H]2N2C(=O)c3ccc(C)cc3NC(=O)[C@@]12C | nt | -12% | nt | -2% | nt | -10% | -2% | 0% | nt | -9% | 6%
COc1cc(C(=O)OC(C)CN2CCCCC2)cc(OC)c1OC (configuration not stated) | 2% | -12% | 1% | 0% | 9% | 5% | -5% | 0% | -5% | 29% | 3%
CCN(CC)S(=O)(=O)c1cccc(C(=O)Nc2cc(C)cc(C)c2)c1 | -1% | 41% | 11% | ? | 4% | 23% | 9% | 6% | -2% | 6% | -6%
CSc1nsc(/C=C/Nc2ccc(C(=O)O)cc2)c1C#N | 86%[activator] | -7% | 6% | 12µM* | 44%[activator] | 14% | -4% | -7% | 5% | -2% | -13%
c1nc(NCc2ccc3c(c2)OCO3)c2cc(-c3ccc4c(c3)OCCO4)ccc2n1 | nt | 0% | nt | ? | nt | -4% | -8% | 1% | nt | 6% | -5%
CC(C)CCN1C(=O)c2ccccc2C1C(=O)NCc1cccnc1 (configuration not stated) | -13% | 0% | -7% | 1% | -2% | -4% | 1% | 1% | 18% | -1% | -1%
Cc1ccc(NC(=S)NCCc2ccc(Cl)cc2)c(C)c1 | 5% | 1% | 3.2µM* | -4% | 0% | 0% | 0% | -4% | 2.8µM* | nt | 3%
CC(C)(C)OC(=O)N[C@@H](C(=O)OC(C)(C)C)c1ccccc1 | nt | 1% | nt | 1% | nt | -10% | 1% | -1% | nt | 5% | -4%
COc1ccc(C(=O)N2CC3(CC(c4ccc(Cl)cc4)=NO3)C[C@H]2C(=O)NCC(N)=O)cc1 (some centres not stated) | -4% | 6% | -3% | 1% | ? | 1% | -4% | -1% | -11% | 2% | -1%
O=c1c(Cc2c(F)cccc2Cl)c(O)ccn1C1CC1 | 3% | 9% | -2% | 1% | -6% | 13% | 0% | 4% | 13% | -2% | 2%
Cn1nnnc1SCc1cc(=O)[nH]c2ccccc12 | -6% | 2% | -10% | 2% | 0% | -6% | -3% | 4% | -2% | 25% | -4%
S=C(NCc1ccc(Cl)cc1Cl)Nc1ccccc1 | 5% | -14% | 6.3µM* | -3% | -3% | 0% | -2% | -3% | 7.1µM* | 14% | 12%
CCC(C)C(=O)Nc1nnc(SCC(=O)Nc2ccccc2F)s1 (configuration not stated) | 1% | -9% | 3%[10 µM] | 1% | 0% | -3% | 1% | 0% | 0% | -2% | 9%
Cc1nc(SCC(=O)N(C)C2CCS(=O)(=O)C2)c(C#N)c(C)c1C (configuration not stated) | nt | -1% | nt | 1% | nt | -6% | -1% | 1% | nt | 4% | 11%
O=C(Nc1ccccc1C(F)(F)F)N1CCCC(O)C1 (configuration not stated) | -6% | 17% | 0% | 1% | -4% | 0% | -3% | 3% | -4% | -9% | 2%
COC(=O)C1=C(C(=O)OC)[C@@H]2N(C)c3ccc(OC)cc3[C@@]23C[C@@H](C(=O)OC)N(S(=O)(=O)c2ccc([N+](=O)[O-])cc2)C3=N1 | ? | 0% | 3% | 0% | 12% | 1% | -3% | 3% | 3% | 8% | -4%
Cc1ccc(-c2csc(NC(=O)CSC3=NCCS3)n2)cc1 | ? | 0%[1.84 µM] | 13µM* | 13µM* | ? | 18% | 12% | ? | -40% | ? | -3%
Cc1cc(C)cc(NC(=O)NCc2ccccn2)c1 | -3% | -20% | -5% | -2% | ? | 13% | -1% | 0% | 12% | 1% | 9%
CCOc1ccc(C(=O)Nc2cc(C)c3c(=O)oc4ccccc4c3n2)cc1 | 6% | -25% | -5% | ? | 6% | 11% | 11% | -4% | 13% | 10% | -1%
COC1C/C(=N\O)C2OC(c3ccccc3)OCC2O1 (configuration not stated) | -22% | 3% | 1% | -6% | -4% | 0% | 0% | 1% | -16% | -5% | -5%
Cc1ccc(C(=O)Oc2ccccc2N2C(=O)C3CCC(C)CC3C2=O)cc1 (configuration not stated) | -5% | 0%[1.84 µM] | -3% | 0% | 5% | 0% | 0% | -3% | -1% | 2% | -1%
CCOC(=O)C(NC(=O)Nc1ccc(Cl)cn1)(Oc1ccccc1)C(F)(F)F (configuration not stated) | -6% | 38% | -1% | 1% | -2% | -4% | -2% | 0% | -17% | 4% | -1%
CCOc1ccc(NC(=O)CSc2n[nH]c(N)n2)c([N+](=O)[O-])c1 | nt | -2% | -5% | -2% | 4% | 0% | 9% | 0% | ? | -10% | 6%
O=C(OCc1cccc(Cl)c1)c1cc([N+](=O)[O-])ccc1N1CCOCC1 | nt | -57% | nt | 4% | nt | -2% | -5% | -1% | nt | -7% | ?
Cc1cc(C)c2oc(C(=O)NC3CCS(=O)(=O)C3)cc(=O)c2c1 (configuration not stated) | 9% | -6% | -3% | -2% | 41%[activator] | -3% | -2% | 0% | -16% | -1% | 0%
CCOC(=O)Cn1nc(C)c(NC(=O)COc2ccccc2)c1C | 2% | 7% | 4% | -6%&2% | 37%[activator] | 6% | 2% | 1% | 8% | 12% | -5%
COc1ccc(N2CC(C(=O)NNC(=O)c3ccc(Br)cc3)CC2=O)c(OC)c1 (configuration not stated) | nt | 7% | nt | 4% | nt | -10% | -3% | 5% | nt | -4% | 16%
CCOC(=O)c1nnc(-c2ccccc2)nc1Sc1c(Cl)cccc1Cl | ? | -84% | 18µM* | 4% | -22% | -3% | -2% | 10% | -28% | ? | -5%
Cc1ccc(Cl)cc1N1C(=O)CC(Sc2ncccn2)C1=O (configuration not stated) | -4% | -6% | ? | 0% | -12% | -3% | -1% | 5% | 20µM* | 0% | 29%
Cc1cc(N2CCN(c3ccccc3)CC2)nc(N)n1 | ? | -15% | 1% | 0% | 10% | -3% | -3% | 0% | -18% | -3% | 0%
CCN1CCN(C(=O)c2nn(-c3ccc(OC)cc3)c(=O)c3c2c2ccccc2n3C)CC1 | 2% | -2% | -6% | 2% | 4% | -9% | 0% | 0% | -6% | -4% | 18%
Cc1ccccc1Nc1nc(N)nc(CSc2ccc(F)cc2)n1 | 5% | ? | -3% | 11µM* | 1% | 3.2µM* | 2.5µM* | 8.2µM* | -26% | 19% | 0%
Cc1ccc(NC(=S)N2CCN(S(=O)(=O)c3ccc(C)cc3)CC2)cc1 | -2% | -1% | -16% | 4% | 11% | -3% | 4% | -6% | 13µM* | -1% | -5%
Cc1ccc(CN2CCN(Cc3cn[nH]c3C3CCCCC3)CC2CCO)cc1 (configuration not stated) | -13% | -10% | 2% | 1% | 5% | -9% | -1% | -4% | -22% | 1% | 12%
COc1cc(N2CCCC2)c(OC)cc1/C=C(/C#N)c1ccc(Br)cc1 | 2% | -5% | 11% | 5% | -23% | -1% | -3% | 1% | -19% | -4% | 6%

Looked up one by one from above:
SMILES | MBNL1 CUG block | BRCA1 expr act | Gal4-VP16 FLuc | FLuc modulator | CXXC DNA block | Rab9 promoter act | NPC1 prom act | ELG1 genotoxic | RORgamma inh | p53 reactivator | uPA generation
COc1cc(N2CCCC2)c(OC)cc1/C=C(/C#N)c1ccc(Br)cc1 | 2% | -5% | 11% | 5% | -23% | -1% | -3% | 1% | -19% | -4% | 6%
CCN1CCN(C(=O)c2nn(-c3ccc(OC)cc3)c(=O)c3c2c2ccccc2n3C)CC1 | 2% | -2% | -6% | 2% | 4% | -9% | 0% | 0% | -6% | -4% | 18%
Cc1cc(N2CCN(c3ccccc3)CC2)nc(N)n1 | ? | -15% | 1% | 0% | 10% | -3% | -3% | 0% | -18% | -3% | 0%

Assay outcomes as filed in PubChem.
